M. tuberculosis HTS = M. tuberculosis growth inhibition, HTS (AID 449762); inhibition, % at 25 µM, or IC50 in µM where a hit was titrated; actives 0.59% (n = 330,000); M. tuberculosis H37Rv growth inhibition, 7H9 media; higher % means a stronger effect; in the data active = a potency from the dose series; inconclusive = inhibition above about 70% without an active follow-up result;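 also: bacterial growth assessed after seven days of incubation; strong numbers were not always called active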
Salmonella PhoP GFP = PhoP regulon inhibitors, Salmonella typhi PhoP promoter GFP reporter, confirmatory (AID 1850); actives 0.33% (n = 310,000); inhibition, % at 50 µM; hits with a dose series show IC50 in µM; Salmonella Typhi PhoP-promoter GFP reporter, fluorescence, 4 h; higher % means a stronger effect; in the data active = a potency from the dose series; inconclusive = inhibition mostly from about 25% at the one dose, without a potency; inactive = the rest, 99 in 100 with inhibition below about 19%;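 also: 0% = induced wells with vehicle and 100% = uninduced wells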
inhibitors of VEEV = inhibitors of VEEV TC-83 cytopathic effect, confirmation, Vero cells (AID 588727); inhibition, % at 20 µM; hits with a dose series show IC50 in µM; actives 0.13% (n = 350,000); Vero cells, VEEV TC-83 cytopathic effect inhibition; higher % means a stronger effect; in the data active = a potency from the dose series; inconclusive = inhibition mostly from about 14% at the one dose, without a potency; inactive = the rest, 99 in 100 with inhibition below about 12%; also: strong numbers were not always called active
M. tuberculosis = growth inhibition of non-replicating M. tuberculosis (AID 488890); Mycobacterium tuberculosis non-replicating, growth inhibition; higher % means a stronger effect; inhibition, % at 25 µM; hits with a dose series show IC50 in µM; actives 0.39% (n = 320,000); in the data active = a potency from the dose series; inconclusive = inhibition mostly from about 82% at the one dose, without a potency; inactive = the rest, 99 in 100 with inhibition below about 76%;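 also: plate controls were DMSO cells for no effect and high antibiotic wells for full effect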
influenza NS1A = H1N1 influenza NS1A inhibitors, functional cell based assay (AID 504329); inhibition, % at 12.5 µM, or IC50 in µM where a hit was titrated; NS1A functional cell-based assay, percent inhibition; higher % means a stronger effect; actives 0.3% (n = 340,000); in the data active = a potency from the dose series; inconclusive = inhibition above about 27% without an active follow-up result; also: strong numbers were not always called active
inhibitors of VEEV 10K pilot screen = further read-out of inhibitors of VEEV, marked with its call; inhibition, %; measured here: 10K pilot screen inhibition
Active calls of the source: *.

O=C(CCC1CCCCC1)NCCN1C2=NC[C@H](Cc3ccc(O)cc3)N2C[C@H]1Cc1ccc(O)cc1 was read as M. tuberculosis HTS inconclusive, Salmonella PhoP GFP 2%, inhibitors of VEEV 2.4%, M. tuberculosis inconclusive and influenza NS1A -12%.
N#Cc1cc2c(nc1SCC(=O)N1CCOCC1)CCCCC2 was read as M. tuberculosis HTS 1%, Salmonella PhoP GFP 6%, inhibitors of VEEV inactive, M. tuberculosis -14% and influenza NS1A 0%.
`COc1ccccc1NC(=O)Cn1cnc2c(cnn2-c2ccccc2)c1=O` gave M. tuberculosis HTS -1%, Salmonella PhoP GFP -3%, inhibitors of VEEV 6.5%, M. tuberculosis -1% and influenza NS1A -1%.
For Cc1ccc(C2=C(O)C(=O)C(c3ccc(C)cc3)=C(O)C2=O)cc1 the results were inhibitors of VEEV 1.9% and influenza NS1A 6%.
COc1ccc(Cc2nnc(SCC(=O)Nc3ccc(C)c(C)c3)o2)cc1OC was read as M. tuberculosis HTS -2%, Salmonella PhoP GFP 9%, inhibitors of VEEV 2.9%, M. tuberculosis 46% and influenza NS1A -30%.
`O=C(NCC1CCCO1)c1ccc(S(=O)(=O)N2CCC(c3nc4ccc(Cl)cc4[nH]3)CC2)cc1` (stereo not given) gave M. tuberculosis HTS -8%, Salmonella PhoP GFP -14%, inhibitors of VEEV 2.1%, M. tuberculosis 24% and influenza NS1A -5%.
For CCCn1nnc(NC(=O)c2ccc(-c3cccc(Cl)c3)o2)n1 the results were M. tuberculosis HTS 7%, Salmonella PhoP GFP 1%, inhibitors of VEEV 9.4% and influenza NS1A 4%.
For c1ccc(Nc2nc(-c3ccncc3)nc3ccccc23)cc1 the results were M. tuberculosis HTS inconclusive, Salmonella PhoP GFP 0%, inhibitors of VEEV 0.8%, M. tuberculosis 2%, influenza NS1A 4% and inhibitors of VEEV 10K pilot screen 0.5.
Screening COc1ccc(-c2nc3ccccc3nc2-c2ccccc2)cc1 returned M. tuberculosis HTS 48%, Salmonella PhoP GFP 6%, inhibitors of VEEV 7.1%, M. tuberculosis 0% and influenza NS1A -5%.
`COc1ccc(C(=O)C[n+]2ccc(N(C)C)cc2)cc1` gave M. tuberculosis HTS 0%, Salmonella PhoP GFP 7%, inhibitors of VEEV inactive, M. tuberculosis -7% and influenza NS1A -15%.
`CCOc1ccc2oc(C(=O)OCC(=O)NCc3ccc(OC)cc3)c(C)c2c1` gave M. tuberculosis HTS 0%, inhibitors of VEEV 8.9% and influenza NS1A -11%.
For COC(=O)c1ccc(/C=N\n2c(C)nnc2C)cc1 the results were M. tuberculosis HTS -3%, Salmonella PhoP GFP 6%, inhibitors of VEEV 1.5%, M. tuberculosis 3% and influenza NS1A -13%.
Screening CCCn1c(N)c(C(c2ccc(C(=O)OC)cc2)N2CCN(c3ccccc3)CC2)c(=O)[nH]c1=O (stereo not given) returned M. tuberculosis HTS -5%, Salmonella PhoP GFP -14%, inhibitors of VEEV 0.8%, M. tuberculosis 4% and influenza NS1A 13%.
Screening Cc1ccc(CN2CCN(/N=C/c3cccn3C)CC2)c(C)c1 returned M. tuberculosis HTS 6%, Salmonella PhoP GFP -5%, inhibitors of VEEV 0.1%, M. tuberculosis 1% and influenza NS1A 14%.
Screening CCCCn1c(N)c(N(CC(C)C)C(=O)Cc2ccc(S(=O)(=O)N3CCOCC3)s2)c(=O)[nH]c1=O returned inhibitors of VEEV 2.4% and influenza NS1A -9%.
Screening CCCN1CNC(=S)N(c2ccccc2OC)C1 returned M. tuberculosis HTS 5%, Salmonella PhoP GFP 3%, inhibitors of VEEV inactive, M. tuberculosis 1% and influenza NS1A 20%.
CC(C)CCN1CCN(Cc2c(F)cccc2Cl)CC1CCO (stereo not given) was read as M. tuberculosis HTS 4%, Salmonella PhoP GFP -2%, inhibitors of VEEV 0.4%, M. tuberculosis 45% and influenza NS1A 4%.
CC(=NC1CCN(Cc2ccccc2)CC1)c1c(O)n(C)c(=O)n(C)c1=O was read as M. tuberculosis HTS -8%, Salmonella PhoP GFP -6%, inhibitors of VEEV 2.9%, M. tuberculosis -7% and influenza NS1A 1%.
Screening CC(OC(=O)c1cccc(-n2cnnn2)c1)C(=O)NCc1ccccc1 (stereo not given) returned M. tuberculosis HTS -8%, Salmonella PhoP GFP 0%, inhibitors of VEEV 1.8%, M. tuberculosis -2% and influenza NS1A -12%.
`O=C(COC(=O)CCc1ccc(S(=O)(=O)N2CCOCC2)cc1)NC1CCCCCC1` gave M. tuberculosis HTS 1%, Salmonella PhoP GFP 1%, inhibitors of VEEV 1.4%, M. tuberculosis 1% and influenza NS1A -7%.
Screening N=c1c(C(=O)NC2CCCC2)cc2c(=O)n3ccccc3nc2n1C1CCCCC1 returned M. tuberculosis HTS 2%, Salmonella PhoP GFP 3%, inhibitors of VEEV 0.1%, M. tuberculosis 27% and influenza NS1A 4%.
Screening CC(C)CC(c1nnnn1CC1CCCO1)N1CCN(Cc2ccc3c(c2)OCO3)CC1 (stereo not given) returned M. tuberculosis HTS -5%, Salmonella PhoP GFP -2%, inhibitors of VEEV inactive, M. tuberculosis 20% and influenza NS1A -11%.
`O=[N+]([O-])c1cccc(-c2ccc(/C=N/NC(=S)Nc3cccc(F)c3)o2)c1` gave M. tuberculosis HTS 63%, Salmonella PhoP GFP 7%, inhibitors of VEEV 0.7%, M. tuberculosis -8% and influenza NS1A 6%.
Screening C/C(CC(=O)Nc1ccc(C)c(Cl)c1)=N\NC(=O)c1ccco1 returned M. tuberculosis HTS inconclusive, Salmonella PhoP GFP 16%, inhibitors of VEEV 3.2%, M. tuberculosis inactive and influenza NS1A 3%.
`CC(C)(C)c1ccc(C(=O)Nc2ncn[nH]2)cc1` gave M. tuberculosis HTS 0%, Salmonella PhoP GFP -1%, inhibitors of VEEV inactive, M. tuberculosis 18% and influenza NS1A -5%.
`CCn1c(SCC(=O)c2c(N)n(C3CC3)c(=O)[nH]c2=O)nnc1-c1ccoc1C` gave M. tuberculosis HTS -9%, inhibitors of VEEV 2.0%, M. tuberculosis 1% and influenza NS1A -13%.
Screening CCCCN1C(=O)C(=O)N(CC(=O)N2CCc3ccccc32)C1=O returned M. tuberculosis HTS 3%, inhibitors of VEEV 1.1%, M. tuberculosis -4% and influenza NS1A -2%.
CN(CCc1ccccc1)C(=O)c1cccc(NC(=O)Cc2cccc([N+](=O)[O-])c2)c1 was read as M. tuberculosis HTS 0%, inhibitors of VEEV 0.8%, M. tuberculosis 33% and influenza NS1A 2%.
C[C@]12CCC3C(CC[C@H]4C[C@@H](O)CC[C@]34C)C1CC[C@@H]2OC(=O)[C@H](N)CCCCN (stereo not given in full) was read as M. tuberculosis HTS 9%, inhibitors of VEEV 2.1%, M. tuberculosis inconclusive and influenza NS1A 5%.
For Cc1n[nH]c(=O)c2c(NC(=O)CSc3ccc(Br)cc3)oc(C)c12 the results were M. tuberculosis HTS 48%, Salmonella PhoP GFP -10%, inhibitors of VEEV 2.5%, M. tuberculosis 28% and influenza NS1A -15%.
`Cc1ccc(S(=O)(=O)NCC[C@@]2(C)C3CCC2(C)C(=O)C3)cc1` (stereo not given in full) gave M. tuberculosis HTS 1%, Salmonella PhoP GFP -1%, inhibitors of VEEV inactive, M. tuberculosis 10% and influenza NS1A -28%.
`CC(C)n1nc(C(=O)NNC(=O)c2ccc(OC(F)F)cc2)c2ccccc2c1=O` gave M. tuberculosis HTS -6%, inhibitors of VEEV 8.5%, M. tuberculosis 13% and influenza NS1A -11%.
`COC(=O)CC1(CC(N)=O)SCCS1` gave inhibitors of VEEV inactive and influenza NS1A -1%.
`O=c1n(Cc2ccccc2F)c2ccccc2n1Cc1ccccc1F` gave M. tuberculosis HTS -4%, Salmonella PhoP GFP 5%, inhibitors of VEEV 2.7%, M. tuberculosis 10% and influenza NS1A -3%.
Cc1ccc(Cl)cc1N1CCN(S(=O)(=O)c2cccc(S(=O)(=O)N3CCCC3)c2)CC1 was read as M. tuberculosis HTS 1%, Salmonella PhoP GFP 16%, inhibitors of VEEV 2.6%, M. tuberculosis 13% and influenza NS1A 1%.
Screening Cc1ccc(NC(=O)c2ccc(OC(=O)C(C)Oc3ccc(Cl)cc3C)cc2)cc1 (stereo not given) returned M. tuberculosis HTS -11%, Salmonella PhoP GFP -5%, inhibitors of VEEV 0.7%, M. tuberculosis -13% and influenza NS1A 2%.
`CC(=O)c1ccc(-c2cc([C@H]3[C@H]4C=CC[C@@H](C)[C@@H]4C(=O)N3Cc3ccccc3)ccc2F)cc1` gave M. tuberculosis HTS 1%, Salmonella PhoP GFP -3%, inhibitors of VEEV 2.0%, M. tuberculosis 19% and influenza NS1A -5%.
`COc1ccc(CCN2C(=O)CC(C(C)c3ccccc3)C2=O)cc1OC` (stereo not given) gave M. tuberculosis HTS 3%, Salmonella PhoP GFP -9%, inhibitors of VEEV inactive, M. tuberculosis 33% and influenza NS1A 2%.
Screening CNC(=O)c1[nH]cnc1C(=O)Nc1cccc(Cl)c1 returned M. tuberculosis HTS 0%, inhibitors of VEEV 1.0%, M. tuberculosis inconclusive and influenza NS1A -2%.
`COc1cccc(C(=O)Oc2cc(C)[nH]c(=O)c2[N+](=O)[O-])c1` gave M. tuberculosis HTS 6%, Salmonella PhoP GFP -5%, inhibitors of VEEV inactive, M. tuberculosis -4% and influenza NS1A 9%.
Screening C=CCn1c(C(CCCC)CC(C)O)n[nH]c1=S (stereo not given) returned M. tuberculosis HTS 4%, Salmonella PhoP GFP -8%, inhibitors of VEEV 0.7%, M. tuberculosis -14% and influenza NS1A -1%.
Screening Fc1ccc(-n2c(Cc3ccccc3)nnc2SCc2nc(-c3cccs3)no2)cc1 returned M. tuberculosis HTS -2%, Salmonella PhoP GFP -6%, inhibitors of VEEV inactive, M. tuberculosis -9% and influenza NS1A 4%.
CCN(CC)CCNC(=O)COc1ccc(Cl)cc1Cl was read as M. tuberculosis HTS -2%, Salmonella PhoP GFP -2%, inhibitors of VEEV 1.1%, M. tuberculosis 1% and influenza NS1A -10%.
COCCNC(=S)N1CCN(S(C)(=O)=O)CC1 was read as M. tuberculosis HTS -5%, Salmonella PhoP GFP -12%, inhibitors of VEEV 0.4%, M. tuberculosis -4% and influenza NS1A 1%.
For COc1ccc(NC(=O)C2CCN(C(=O)Cc3ccccc3)CC2)cc1OC the results were M. tuberculosis HTS 5%, Salmonella PhoP GFP -8%, inhibitors of VEEV inactive, M. tuberculosis -6% and influenza NS1A 2%.
Cc1ccc(-n2nnnc2SCC(=O)NC2CCCc3ccccc32)c(C)c1 (stereo not given) was read as M. tuberculosis HTS -18%, Salmonella PhoP GFP -1%, inhibitors of VEEV inactive, M. tuberculosis 10% and influenza NS1A 6%.
Screening O=C(/C=C/c1c(Cl)nc2ccccn12)N1CCN(c2ccc(F)cc2)CC1 returned M. tuberculosis HTS 16%, Salmonella PhoP GFP 4%, inhibitors of VEEV 0.6%, M. tuberculosis 16% and influenza NS1A -3%.
Screening CC1(c2nnc(-c3ccncc3)o2)CC(c2cccnc2)=NO1 (stereo not given) returned M. tuberculosis HTS -1%, Salmonella PhoP GFP -2%, inhibitors of VEEV 1.0%, M. tuberculosis 8%, influenza NS1A 7% and inhibitors of VEEV 10K pilot screen 0.7.

Among those listed so far, these contain an aryl thioether with sulfur outside any ring.
N#Cc1cc2c(nc1SCC(=O)N1CCOCC1)CCCCC2 was read as M. tuberculosis HTS 1%, Salmonella PhoP GFP 6%, inhibitors of VEEV inactive, M. tuberculosis -14% and influenza NS1A 0%.
COc1ccc(Cc2nnc(SCC(=O)Nc3ccc(C)c(C)c3)o2)cc1OC was read as M. tuberculosis HTS -2%, Salmonella PhoP GFP 9%, inhibitors of VEEV 2.9%, M. tuberculosis 46% and influenza NS1A -30%.
`CCn1c(SCC(=O)c2c(N)n(C3CC3)c(=O)[nH]c2=O)nnc1-c1ccoc1C` gave M. tuberculosis HTS -9%, inhibitors of VEEV 2.0%, M. tuberculosis 1% and influenza NS1A -13%.
For Cc1n[nH]c(=O)c2c(NC(=O)CSc3ccc(Br)cc3)oc(C)c12 the results were M. tuberculosis HTS 48%, Salmonella PhoP GFP -10%, inhibitors of VEEV 2.5%, M. tuberculosis 28% and influenza NS1A -15%.
Screening Fc1ccc(-n2c(Cc3ccccc3)nnc2SCc2nc(-c3cccs3)no2)cc1 returned M. tuberculosis HTS -2%, Salmonella PhoP GFP -6%, inhibitors of VEEV inactive, M. tuberculosis -9% and influenza NS1A 4%.
Cc1ccc(-n2nnnc2SCC(=O)NC2CCCc3ccccc32)c(C)c1 (stereo not given) was read as M. tuberculosis HTS -18%, Salmonella PhoP GFP -1%, inhibitors of VEEV inactive, M. tuberculosis 10% and influenza NS1A 6%.

Assay outcomes from PubChem BioAssay.
